Tau fluor counter: counter-screen for tau fibril formation inhibitors; tau K18 P301L Alexa594 fluorescence, heparin fibrillization; Potency, µM (series often up to 57.7 µM), inactives show at the highest dose activity change, negative = decrease; 0.93% of 280,000 active; AID 1463; note: potency is the fitted concentration of half-maximal effect; % is set by controls: 0 for no effect and ±100 for the full control effect; nearly all actives have a fitted effect of over 55% in size
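Human tau K18 P301L (15 uM unlabeled, 0.24 uM Alexa 594-labeled) in 100 mM sodium acetate pH 7 with 20 uM heparin, 6 hr at 37 C. ThT 30 uM added, 1 hr ambient; Alexa 594 FP and total fluorescence read at 555/632 nm.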
Epigenetic reg: regulators of epigenetic silencing causing reporter derepression in mouse cells | Potency, µM (series often up to 53.9 µM), without a hit: top-dose GFP activation, actives largely listed as activators | murine LDR cells, GFP reporter derepression, 30 h | 0.2% of 280,000 active | AID 1865; note: potency is the fitted concentration of half-maximal effect; % of control where 0% means no effect; nearly all actives have a fitted effect of over 60% in size
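Reporter derepression read as number of fluorescent GFP-positive objects, 20-120 um in size, counted by laser-scanning cytometer. Mouse LDR line with an epigenetically silenced CMV-GFP locus; compound incubation 30 h, 37 C.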
TRb SRC2 PPI: TRbeta-SRC2 interaction inhibition; Potency, µM (doses to about 106 µM), for inactives: at the highest dose activity change, negative = inhibition, hits mostly inhibitors; TRbeta-SRC2 peptide binding, fluorescence polarization; receptor liganded with 1 µM T3; 0.065% of 280,000 active; P10828;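 note: potency is the fitted concentration of half-maximal effect; plate controls were bound peptide for no effect and peptide without receptor for full effect; nearly all actives have a fitted effect of over 50% in size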
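Polarization signal, normalized between peptide-alone and full complex controls, measured compound effects on T3-liganded human TRb LBD (0.6 uM) binding 20 nM Texas Red SRC2 peptide after 5 hr.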
Tau FP inhib: tau fibrillization inhibition (FP). P10636. K18 P301L tau heparin fibrillization, Alexa594 FP, 6 h. Potency, µM (highest dose often 57.7 µM), for inactives: at the top dose activity, negative = inhibition, most hits filed as inhibitors. 0.39% of 280,000 active; note: potency is the fitted concentration of half-maximal effect; % is set by controls: 0 for no effect and ±100 for the full control effect; nearly all actives have a fitted effect of over 55% in size
Target sequence (P10636 561-689 P618L limits assumed): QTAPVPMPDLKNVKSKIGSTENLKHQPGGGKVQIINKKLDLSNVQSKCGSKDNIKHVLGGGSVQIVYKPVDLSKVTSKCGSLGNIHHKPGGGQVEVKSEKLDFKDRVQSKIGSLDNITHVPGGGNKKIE
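FP of Alexa 594-tau after heparin (20 uM) induction. Substrate: human K18 P301L, 15 uM unlabeled, 0.24 uM labeled. Buffer 100 mM sodium acetate pH 7. 6 hr, 37 C.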
GLA spleen mod: inhibits or activates alpha-galactosidase in human spleen homogenate. human spleen homogenate, 4MU-alpha-Gal fluorescence, 40 min. Potency, µM (doses to about 80 µM), without a hit: top-dose activity change, negative = inhibition, usual class: inhibitors. 0.008% of 240,000 active;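 note: potency is the fitted concentration of half-maximal effect; 0% = enzyme with vehicle and -100% = no enzyme basal signal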
Target sequence (P06280 32-429 limits assumed): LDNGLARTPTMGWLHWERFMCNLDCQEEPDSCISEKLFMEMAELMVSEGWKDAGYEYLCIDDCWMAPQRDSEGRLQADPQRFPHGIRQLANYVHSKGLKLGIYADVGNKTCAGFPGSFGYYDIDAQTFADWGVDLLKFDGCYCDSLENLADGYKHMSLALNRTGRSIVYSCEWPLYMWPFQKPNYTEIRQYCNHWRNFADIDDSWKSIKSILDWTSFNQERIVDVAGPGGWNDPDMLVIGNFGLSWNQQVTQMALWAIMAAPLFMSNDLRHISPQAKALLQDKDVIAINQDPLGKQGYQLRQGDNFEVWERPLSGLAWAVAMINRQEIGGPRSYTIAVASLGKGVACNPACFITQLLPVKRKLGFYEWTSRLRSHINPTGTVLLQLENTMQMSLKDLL
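Inhibition or activation of alpha-galactosidase in human spleen homogenate is scored by 4-MU fluorescence after 40 min at 37C, pH 5.0, with 1 mM substrate. AC50s come from concentration-response fitted to the Hill equation.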
CBFb-RUNX1 inh: CBF-beta/RUNX1 interaction disruption. AlphaScreen CBFb-His/RUNX1-biotin binding, biochemical. Potency, µM (highest dose often 59.8 µM), without a hit: top-dose activity, negative = inhibition, hits mostly inhibitors. 230,000 tested, under 10 active. AID 1477; note: % of control where 0% means no effect
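His-tagged CBF-beta and biotinylated RUNX1 (30 nM each) were premixed 20 min at room temperature, exposed to compound for 15 min, then given nickel-chelate and streptavidin AlphaScreen beads (50 ng each). After 90 min, AlphaScreen signal was read.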
TR SRC2 fluor cs: counter-screen for TRb-SRC2 inhibitors: fluorescence interference. TRb/SRC2 Texas Red total fluorescence interference. Potency, µM (series often up to 106 µM), for inactives: at the top dose fluorescence change, negative = quenching. 0.29% of 280,000 active. AID 1479; active = well fitted curve in either direction with a large enough effect; inconclusive = small, poorly fitted or top-dose-only effect; note: potency is the fitted concentration of half-maximal effect; % is set by controls: 0 for no effect and ±100 for the full control effect
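Human TRb ligand-binding domain at 0.6 uM with 20 nM Texas Red SRC2 peptide in Tris buffer containing 1 uM T3 and 5% DMSO, incubated with compound 5 h at ambient temperature. Total fluorescence (555/632 nm) calculated as parallel + 2 × perpendicular.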
NPSR antagonist: antagonists of human neuropeptide S receptor cAMP signaling | Q6W5P4 | CHO-NPSR cells, cAMP TR-FRET, antagonist mode | Potency, µM (highest dose often 38.3 µM), inactives show at the top dose activity change, negative = inhibition, actives largely listed as inhibitors | 1% of 220,000 active | AID 1461; note: potency is the fitted concentration of half-maximal effect; % is set by controls: 0 for no effect and ±100 for the full control effect; nearly all actives have a fitted effect of over 50% in size; many of its hits are not listed in these tables
Target sequence (Q6W5P4 whole entry, looked up): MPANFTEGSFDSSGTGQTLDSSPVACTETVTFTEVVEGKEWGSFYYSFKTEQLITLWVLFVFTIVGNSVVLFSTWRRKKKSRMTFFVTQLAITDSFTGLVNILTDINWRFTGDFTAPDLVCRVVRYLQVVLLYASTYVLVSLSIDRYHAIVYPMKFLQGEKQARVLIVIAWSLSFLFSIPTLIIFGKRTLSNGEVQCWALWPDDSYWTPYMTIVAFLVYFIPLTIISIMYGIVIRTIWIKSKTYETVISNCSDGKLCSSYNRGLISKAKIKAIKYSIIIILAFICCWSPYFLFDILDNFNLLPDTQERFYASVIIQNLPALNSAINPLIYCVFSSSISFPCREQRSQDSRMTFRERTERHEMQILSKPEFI
* = called active by the depositor; u = inconclusive; x = no result given; [ ] = another dose, or the depositor's remark. Unless noted, calls come from the whole dose curve; as a rule, active = well fitted curve in the direction sought with a large enough effect; inconclusive = small, poorly fitted or top-dose-only effect, or another doubt; inactive = no such curve, though single readings can be large; an effect the other way counts as inactive or inconclusive.

SMILES	Tau fluor counter	Epigenetic reg	TRb SRC2 PPI	Tau FP inhib	GLA spleen mod	CBFb-RUNX1 inh	TR SRC2 fluor cs	NPSR antagonist
COc1ccccc1Nc1nc2ccc(Cl)cc2nc1-n1nc(C)cc1C	-27%	11%	4%	5%	x	x	-1%	x
COc1ccc(S(=O)(=O)N2CCSC2c2ccc(N)cc2)cc1 (stereo unspecified)	-25%	-0.7%	1%	-14%	0%	-4%	1%	-27%[46.1 µM]
O=C(NCCc1ccccc1)/C(=C\c1ccc([N+](=O)[O-])cc1)NC(=O)c1ccc(Br)cc1	u	5.9%	1%	5%	6%	3%	-2%	-10%
Cc1cccc(-n2c(O)c(C=NC3CCS(=O)(=O)C3)c3ccccc3c2=O)c1 (stereo unspecified)	-1%	-2.9%	8%	-2%	4%	-2%	-1%	-8%[46.1 µM]
O=C1/C(=C/c2ccc(F)cc2)Oc2cc(OC(=O)N3CCOCC3)ccc21	-17%	1.0%	0%	-5%	7%	2%	-3%	41%
COc1ccc(N2C(=O)CSC23C(=O)N(Cc2cccc(F)c2)c2ccccc23)cc1Cl (stereo unspecified)	-19%	1.2%	4%	-10%	x	x	0%	x
CCCCNS(=O)(=O)c1ccc2nc(SCC(=O)Nc3ccccc3)[nH]c2c1	-29%	1.0%	3%	u	1%	2%	-4%	-4%
Cc1nc2ccccn2c1C(=O)NCC(C)C	3%	3.1%	6%	1%	0%	-8%	-3%	7%
COc1cc(C2NC(=O)NC(O)(C(F)(F)F)C2C(C)=O)cc(OC)c1OC (stereo unspecified)	-6%	-1.8%	13%	1%	-7%	1%	-2%	7%[46.1 µM]
CCOC(=O)N1CCN(C(=O)c2ccc(CS(=O)(=O)c3ccccc3OC)o2)CC1	-11%	-1.7%	-4%	-1%	u	0%	-1%	-3%[46.1 µM]
Cc1ccc(S(=O)(=O)N2CCN(C(=O)CN3CCCCC3)C2C(C)C)cc1 (stereo unspecified)	-2%	-0.1%	-7%	8%	-1%	3%	-7%	3%[46.1 µM]
O=C(/C=C/c1ccc([N+](=O)[O-])cc1)NCC1CCCO1 (stereo unspecified)	0%	-0.9%	-2%	0%	5%	2%	-1%	-4%[46.1 µM]
CCOC(=O)c1cc(-c2ccccc2)sc1NC(=O)C(C)OC(=O)c1ccncc1 (stereo unspecified)	-2%	0.9%	-5%	4%	12%	-1%	-9%	-4%
Cc1ccc(Cc2nc3ccccc3nc2SCC(=O)NCCc2ccccc2)cc1	-1%	-3.7%	-3%	-7%	x	x	0%	x
Cc1ccc(F)cc1NC(=O)C1CC(=O)N(CCc2ccccc2)C1 (stereo unspecified)	-6%	-1.9%	-7%	-4%	-2%	3%	-1%	10%
CC(C)c1ccc(Nc2nc(NCc3ccco3)nc(N3CCOCC3)n2)cc1	-6%	-2.2%	7%	-4%	6%	-16%	-1%	u
O=C(c1cccc([N+](=O)[O-])c1)N1CCN(C/C=C/c2ccccc2)CC1	-8%	-1.7%	-7%	1%	-2%	-2%	0%	32%
COc1cc(/C=N/N=C(/N)c2nonc2N)cc(Br)c1OCc1cccc(C)c1	u	-1.0%	-6%	28µM*	0%	-11%	-3%	u
O=C(CN(Cc1ccccc1F)C(=O)c1ccco1)NCc1ccc(F)cc1	4%	-0.1%	6%	-1%	-20%	4%	0%	-16%[46.1 µM]
C=CCN(CC=C)C(=O)c1ccc(OC2CCN(S(=O)(=O)N(C)C)CC2)cc1	-8%	-3.4%	1%	7%	-7%	-2%	-1%	14%
CC1Cc2ccccc2N1CC(=O)Nc1cccc(S(N)(=O)=O)c1 (stereo unspecified)	-11%	-1.4%	-5%	5%	5%	5%	0%	1%
Cc1ccnc(N=Cc2c(O)ccc3oc4c(c23)CCCC4)c1	-9%	1.5%	7%	7%	7%	0%	-5%	-48%
CCOC(=O)c1c(NC(=O)COC(=O)C2CC2C)sc(C)c1C (stereo unspecified)	-12%	2.8%	-1%	9%	-9%	4%	-6%	-18%
C/C(N)=C(/C#N)C(=O)CSc1nnc(NC(C)C)s1	-8%	0.0%	-4%	-2%	4%	-19%	-5%	1%[46.1 µM]
Cc1ccc(OCC(=O)Nc2ccc(OCc3cc(=O)n4cccc(C)c4n3)cc2)cc1C	-6%	-2.1%	0%	0%	x	x	0%	x
CCCc1cc(N2CCCC2)n2nc(C)c(-c3ccccc3)c2n1	-26%	-2.2%	-10%	11%	1%	8%	4%	-19%[46.1 µM]
O=C(O)CCC1OC(=O)C(O)=C1c1ccccc1 (stereo unspecified)	12%	1.1%	-8%	1%	-5%	9%	-5%	9%
O=C(NNC1=C(C(=O)C(F)(F)F)CCC1)c1ccc(Cl)cc1	-17%	-0.9%	2%	u	5%	-1%	3%	1%[46.1 µM]
O=C(c1cccn(Cc2cccc(Cl)c2)c1=O)N1CCOCC1	2%	1.0%	3%	-10%	4%	3%	3%	-7%[46.1 µM]
COc1ccc(OC)c(NC(=O)CSc2nnc(CCCO)n2-c2ccccc2)c1	1%	0.0%	5%	1%	2%	-1%	-2%	-4%[46.1 µM]

2 of the compounds above, in CSV form.
compound,Tau fluor counter,Epigenetic reg,TRb SRC2 PPI,Tau FP inhib,GLA spleen mod,CBFb-RUNX1 inh,TR SRC2 fluor cs,NPSR antagonist
O=C(c1cccn(Cc2cccc(Cl)c2)c1=O)N1CCOCC1,2%,1.0%,3%,-10%,4%,3%,3%,-7%[46.1 µM]
COc1ccc(OC)c(NC(=O)CSc2nnc(CCCO)n2-c2ccccc2)c1,1%,0.0%,5%,1%,2%,-1%,-2%,-4%[46.1 µM]

Further structures
SMILES	Tau fluor counter	Epigenetic reg	TRb SRC2 PPI	Tau FP inhib	GLA spleen mod	CBFb-RUNX1 inh	TR SRC2 fluor cs	NPSR antagonist
COc1cc(C(=O)NNC(=O)C2CC=CCC2C(=O)O)cc(OC)c1OC (stereo unspecified)	3%	-0.7%	-2%	-6%	3%	-5%	-5%	16%
CC1(C)[C@@H](O)CC[C@]2(C)C3C(O)C=C4[C@H]5C[C@@](C)(C(=O)O)CC[C@]5(C)CC[C@]4(C)[C@]3(C)CC[C@@H]12 (stereo partly specified)	15%	-1.9%	-2%	12%	0%	21%	1%	3%
CSCC(=O)Nc1nc(-c2ccc3c(c2)OCCO3)cs1	-24%	3.2%	1%	-17%	2%	1%	-2%	-4%
CCO[C@@H]1OC(C(=O)NC2CC2)=C[C@H](C(C)(C)C)[C@H]1CCCO	23%	-1.1%	6%	5%	5%	21%	-2%	17%
CCCCCCc1ccc(-c2ccc(C#N)cc2)cc1	x	x	0%	x	-6%	17%[21.7 µM]	2%	x
C1COC1	x	x	-6%	x	1%	8%[21.7 µM]	-2%	x
Nc1ccc2c(c1)N1CCN=C1S2	3%	1.7%	4%	-1%	1%	1%	-5%	-7%[46.1 µM]
CC(C)CCNC(=O)COc1ccc2c3c(c(=O)oc2c1)CCC3	-2%	0.8%	-7%	4%	12%	7%	-7%	-6%[46.1 µM]
O=c1c2[nH]c3ccc(F)cc3c2ncn1CC1CCCO1 (stereo unspecified)	-12%	0.0%	-7%	-6%	-4%	-3%	-1%	11%[7.67 µM]
COc1ccc(NC(=O)CCN2CCC(C)CC2)cc1	2%	-1.0%	1%	12%	4%	-1%	-4%	-4%[46.1 µM]
COc1ccc(-c2oc3cc(OC)c(O)c(OC)c3c(=O)c2OC)cc1O	u	0.8%	-5%	8%	-4%	-4%	-4%	3%
Cc1ccc(S(=O)(=O)N2CCOCC2)cc1NC(=O)COC(=O)c1ccc2c(c1)OCCO2	-10%	-0.2%	-1%	0%	1%	10%	-1%	-6%
Cc1ccc(OCC(=O)N(Cc2ccc(Cl)cc2)CC2CCCO2)cc1C (stereo unspecified)	2%	-1.6%	-1%	6%	x	x	3%	x
Cc1cc(C)c(S(=O)(=O)CCC(C)C)c(=O)[nH]1	0%	5.3%	-9%	-5%	8%	0%	-1%	-25%
O=C(CC1NC2CCCCC2NC1=O)Nc1cccc(C(F)(F)F)c1 (stereo unspecified)	-3%	-1.6%	-8%	-2%	-1%	-2%	1%	-15%[46.1 µM]

Six compounds already listed, ordered by SMILES length, falling:
SMILES	Tau fluor counter	Epigenetic reg	TRb SRC2 PPI	Tau FP inhib	GLA spleen mod	CBFb-RUNX1 inh	TR SRC2 fluor cs	NPSR antagonist
O=C(NCCc1ccccc1)/C(=C\c1ccc([N+](=O)[O-])cc1)NC(=O)c1ccc(Br)cc1	u	5.9%	1%	5%	6%	3%	-2%	-10%
COc1ccc(-c2oc3cc(OC)c(O)c(OC)c3c(=O)c2OC)cc1O	u	0.8%	-5%	8%	-4%	-4%	-4%	3%
O=C(CC1NC2CCCCC2NC1=O)Nc1cccc(C(F)(F)F)c1 (stereo unspecified)	-3%	-1.6%	-8%	-2%	-1%	-2%	1%	-15%[46.1 µM]
Cc1ccnc(N=Cc2c(O)ccc3oc4c(c23)CCCC4)c1	-9%	1.5%	7%	7%	7%	0%	-5%	-48%
CSCC(=O)Nc1nc(-c2ccc3c(c2)OCCO3)cs1	-24%	3.2%	1%	-17%	2%	1%	-2%	-4%
CCCCCCc1ccc(-c2ccc(C#N)cc2)cc1	x	x	0%	x	-6%	17%[21.7 µM]	2%	x

Source: PubChem (National Center for Advancing Translational Sciences (NCATS))

A portion of the library; rates above refer to the full screens.
